# Assay outcomes: PubChem BioAssay, ICCB-Longwood Screening Facility, Harvard Medical School
# Polio RdRp inh: poliovirus RdRp elongation inhibitors, primary screen, biochemical, fluorescence polarization, total intensity; Genome polyprotein (Poliovirus type 1 (strain Mahoney)), P03300; poliovirus polymerase elongation; hits give low values; % elongation, % (compound at 16.7 µg/mL); actives 0.66% (n = 150,000); in the data active = % elongation below about 90%; note: some results filed as inactive read as strong as hits
# Target sequence (P03300 1749-2209 limits assumed): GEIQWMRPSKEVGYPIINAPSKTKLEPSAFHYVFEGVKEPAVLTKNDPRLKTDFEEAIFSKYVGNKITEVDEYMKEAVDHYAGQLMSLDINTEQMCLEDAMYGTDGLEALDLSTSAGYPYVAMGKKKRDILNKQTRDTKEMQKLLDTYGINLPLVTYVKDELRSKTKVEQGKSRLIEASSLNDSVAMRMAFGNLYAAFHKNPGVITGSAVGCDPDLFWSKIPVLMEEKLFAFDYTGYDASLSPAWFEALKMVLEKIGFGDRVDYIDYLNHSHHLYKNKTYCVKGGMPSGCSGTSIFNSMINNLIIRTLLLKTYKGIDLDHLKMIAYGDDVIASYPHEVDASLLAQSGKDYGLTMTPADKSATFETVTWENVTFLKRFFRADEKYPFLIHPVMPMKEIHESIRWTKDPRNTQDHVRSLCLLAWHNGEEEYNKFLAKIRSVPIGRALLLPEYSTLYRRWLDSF
# Polio RdRp inh FP z-score: further read-out of Polio RdRp inh, marked with its call; z-score; measured here: FP z-score; hits read low
# An asterisk follows results filed as active. Not all compounds are listed; rates above refer to the full screens.
SMILES,Polio RdRp inh,Polio RdRp inh FP z-score
Nc1ccccc1C(=O)Nc1cc(C(=O)O)cc(C(=O)O)c1,96,-1.3
NS(=O)(=O)c1ccc(NC(=O)CN2C(=O)S/C(=C\C(=O)Nc3ccc(F)cc3)C2=O)cc1,104,0.7
O=C(OC(C(=O)NCc1cccs1)c1ccccc1Cl)c1ccco1 (stereo unspecified),101,-0.1
Cc1ccc(COc2ccc(/C=C3/C(=N)N4C=CSC4=NC3=O)cc2Br)cc1,103,0.4
NNC(=O)CCCCn1c(=S)[nH]c2ccsc2c1=O,103,1.1
CCc1ccc(-n2nc(C)c3c(C(=O)N4CCN(c5ccccc5)CC4)cc(C)nc32)cc1,113,1.1
COc1ccc(C2C(C(=O)Nc3cccnc3)=C(C)Nc3nc(-c4ccccc4)nn32)cc1OC (stereo unspecified),105,0.1
CCN(CC)S(=O)(=O)c1cc(C(=O)OC(C)C(=O)NC2CC2)ccc1C (stereo unspecified),105,0.1
CSc1cccc(NC(=O)C(c2ccccc2)N2Cc3ccccc3C2=O)c1 (stereo unspecified),102,-1.3
COc1ccccc1N1CCN(C2CCCC(C)C2)CC1 (stereo unspecified),100,0.1
COc1ccccc1CCNC(=O)Cc1c(C)c2c(O)cc(C)cc2oc1=O,107,0.1
Cc1ccc(C(=O)N(CC(C)C)C2CCS(=O)(=O)C2)cc1C (stereo unspecified),98,-1.5
CCOc1ccc(C(=O)c2oc3ccccc3c2NC(=O)Cc2coc3ccc(CC)cc23)cc1,120,0.4
CC(=O)N1CCc2c(sc3c2c(=O)n(-c2cc(Cl)ccc2C)c(=O)n3Cc2ccccc2F)C1,103,-0.5
O=C(NCC1CC1)NC(=O)c1c(Cl)cccc1Cl,101,-0.2
O=C(C1Cc2ccccc2CN1S(=O)(=O)c1ccc(F)cc1)N1CCOCC1 (stereo unspecified),101,-0.1
O=C1C=CC(=O)c2c1ccc1c2ccc2ccccc21,101,0.2
CN1C(=O)CCSc2ccccc21,100,-0.2
CC1=C(C#N)C(c2ccccc2)C(C#N)=C(C)N1,102,-0.2
CCNC(=O)c1cc2c(C)nn(-c3ccc(Cl)cc3)c2s1,96,-0.7

# Another view of 7 compounds above:
# Results follow in this order: Polio RdRp inh	Polio RdRp inh FP z-score
> NNC(=O)CCCCn1c(=S)[nH]c2ccsc2c1=O
 : 103	1.1
> CSc1cccc(NC(=O)C(c2ccccc2)N2Cc3ccccc3C2=O)c1 (stereo unspecified)
 : 102	-1.3
> Cc1ccc(COc2ccc(/C=C3/C(=N)N4C=CSC4=NC3=O)cc2Br)cc1
 : 103	0.4
> CC1=C(C#N)C(c2ccccc2)C(C#N)=C(C)N1
 : 102	-0.2
> CCNC(=O)c1cc2c(C)nn(-c3ccc(Cl)cc3)c2s1
 : 96	-0.7
> COc1ccccc1N1CCN(C2CCCC(C)C2)CC1 (stereo unspecified)
 : 100	0.1
> CCOc1ccc(C(=O)c2oc3ccccc3c2NC(=O)Cc2coc3ccc(CC)cc23)cc1
 : 120	0.4

# (more compounds)
SMILES,Polio RdRp inh,Polio RdRp inh FP z-score
CCN(CC)CCNc1nc2ccccc2n1C,101,0.1
NC(N)=Nc1nc(CSCC/C(N)=N/S(N)(=O)=O)cs1,99,-0.2
CCOc1ccc2nc(N3CCCC(C(=O)NCCc4ccc(C)cc4)C3)sc2c1 (stereo unspecified),107,0.2
COCc1ccc2oc(C(=O)O)cc2c1,101,0.1
CCOC(=O)c1ccccc1NC(=O)N1CC(C)Oc2ccc(C)cc21 (stereo unspecified),104,-0.5
NNc1ncnc2cc(-c3ccc(Br)cc3)sc12,99,-0.5
COc1ccc(C(=O)Nc2ccc(-c3cc4ccccc4oc3=O)c(C)c2)cc1OC,108,0.7
CCN1CCCC1CNC(=O)C1(O)c2cc(Br)ccc2NC(=O)N1c1ccc(Cl)cc1 (stereo unspecified),101,0.3
O=c1c2ccccc2nnn1CSc1nnc(-c2ccco2)o1,100,-0.4
Cc1oc(-c2ccccc2F)nc1CS(=O)(=O)CC(=O)N1CCN(c2ccc(Cl)cc2)CC1,101,-0.6
C=C(C)CS(=O)(=O)c1ccccc1,104,0.2
Cc1cc(C)cc(NC(=O)CSCc2cnn(-c3ccccc3)c2-n2cccc2)c1,106,1.8
CN(Cc1nc(-c2ccccc2)cs1)C(=O)NC1(c2ccccc2)CC1,103,0
Cc1cc(C)cc(N2C(=O)/C(=C\c3ccc(N4CCCCC4)cc3)C(=O)NC2=S)c1,102,0.1
CCc1nnc(SCc2ccc(OC)cc2)c2cc3sc(C)cc3n12,108,0.1
CCCCn1cnc2cc(NC(=O)c3cc(OC)c(OC)c(OC)c3)ccc21,101,-0.3
O=C(O)c1ccc(Cn2nc(N3CCCCC3)ccc2=O)o1,103,0.6
CCOC(=O)C1CC2CN(C(=O)c3ccccc3)CC(C1)C2=O (stereo unspecified),103,0.4
O=C(CSc1nc(-c2cccc(F)c2)[nH]c1-c1ccccc1)Nc1ccc2c(c1)OCO2,113,0.3
O=C(CCN1C(=O)c2cccnc2Sc2ccccc21)NCc1ccc2c(c1)OCO2,103,1.4
CC(C1CC2CCC1C2)n1c(SCC(=O)c2ccc[nH]2)nnc1-c1ccco1 (stereo unspecified),108,0.6
O=c1c2ccccc2c2n[nH]c(O)c3ccc(=NC4CCCCC4)c1c32,101,-0.2
Cc1ccc(C(=O)CSc2nc(-c3ccccc3)nc3c2CCCC3)cc1C,108,0.9
CCOC(=O)N/N=C/c1cn(-c2ccccc2)nc1-c1cc2ccccc2o1,106,0.7
Cn1nnc(-c2ccc(OCc3ccccc3F)cc2)n1,102,0.3
COc1ccc(-c2nc3ccccc3n2Cc2ccc(Cl)cc2)cc1,107,0.7
N#Cc1cccc(Cn2nnc(-c3ccccc3)n2)c1,101,0.3
Cc1cc(C)cc(OCC(=O)Nc2nc(-c3ccc(F)cc3)ns2)c1,106,0
COc1ccc(C(=O)NCc2ccc3c(c2)CCO3)cc1,102,-0.2
COc1ccc(NC(=O)c2cc3c(=O)n(C)c4cc(Cl)ccc4c3s2)cc1Cl,108,0.7
CC1CCN(C(=O)C2c3ccccc3Oc3ccccc32)CC1,101,-0.1
CC(C)n1c(C(F)(F)F)nc2ccccc21,104,0.2
COc1ccc(CNC(=O)Nc2cn(CC(C)C)c(=O)c3ccccc23)c(OC)c1,-10*,-16*
Cc1ccc(-n2nc3c(=O)n(C(C)C(=O)NCc4ccc(OC(C)C)cc4)nc(C)c3c2C)cc1 (stereo unspecified),104,-0.9
COCc1c(C(=O)OCCCCN2C(=O)c3ccccc3C2=O)oc2ccccc12,102,0.1
CC1CCc2c(sc(NC(=O)CSc3nnc4n3CCCCC4)c2C(N)=O)C1 (stereo unspecified),111,1.2
C=C(C)C(=O)NC1=NN(c2ccccc2)C(=O)C1,101,0.3
N#Cc1ccc(OCC(=O)NCC2(N3CCCCC3)CCCCC2)cc1,104,0.4
Cc1cc(-c2csc(CC#N)n2)c(C)n1C1CC1,106,0.4
N#C/C(=C(/O)CN1CCN(S(=O)(=O)c2ccc(Cl)cc2)CC1)c1nc2ccccc2[nH]1,107,0.6
Cc1cc(C(=O)Cn2c(CO)nc3ccccc32)c(C)n1C,105,0.4
CCn1c(CNc2nc(-c3ccccc3)cs2)nnc1SCC(=O)c1ccc(OC)cc1,100,-0.2
FC(F)(F)c1cc(-c2cccs2)nc(=S)[nH]1,99,-0.6
Cc1ccc(N2CC(c3nc(-c4ccc(Cl)cc4)no3)CC2=O)cc1F (stereo unspecified),106,0.1
CC(C)c1oc2cc(O)ccc2c(=O)c1-c1nc2ccccc2n1C,103,-0.1
CCN(c1ccc(C)cc1)S(=O)(=O)c1nnc(NC(=O)C2CCCCC2)s1,111,0.7
O=C(c1ccccc1)N(Cc1nnc(-c2ccc(Cl)cc2)o1)C1CC1,97,-0.6
O=S(=O)(NCC1CCCCC1)c1ccc2c(c1)OCCO2,102,0
O=C(Nc1cccc(C(F)(F)F)c1)c1ccc2ccccc2c1,101,-0.4
O=C(Cn1cnc2ccccc2c1=O)c1c[nH]c2ccccc12,104,0.3
CCCCC(=O)Nc1ccc(OCc2cc(=O)n3ccc(C)cc3n2)cc1,112,1.4
O=C1C2SCCN2C(=S)N1c1cccc(C(F)(F)F)c1 (stereo unspecified),100,-0.8
Cc1ccc(S(=O)(=O)Nc2ccccc2N=Cc2ccc[nH]2)cc1,102,0.1
COc1cccc(NC2=CC(=O)CC(C)(C)C2)c1,102,0.4
CCOc1ccccc1NC(=O)c1c(NC(=O)Cc2ccc(OC)cc2)sc2c1CCC2,107,0.7
CCN(Cc1nc2ccccc2c(=O)[nH]1)Cc1nc2cc(C(F)(F)F)ccc2c(=O)[nH]1,117,2.4
CC(C)(C)C1=Nn2c(nnc2-c2ccccc2)SC1,93,-2.1
Cc1ccc(N=C2NN=C(c3ccccc3)C(C(=O)Nc3ccc4c(c3)OCO4)S2)cc1 (stereo unspecified),85*,-2.1*
Cc1ccc(CSc2nc3ccccc3c(=O)n2-c2ccc(C(=O)N3CCOCC3)cc2)cc1,101,-0.3
Cc1ccccc1NC(=O)C(NS(=O)(=O)c1ccc2c(c1)c(=O)n(C)c(=O)n2C)c1ccccc1 (stereo unspecified),100,-1.2
# Carrying on.
SMILES,Polio RdRp inh,Polio RdRp inh FP z-score
CC(C)(C)c1ccc(CNc2ccccn2)cc1,100,0
Cc1ccc2c(=O)cc(C(=O)Nc3sc4c(c3C(=O)NCc3ccco3)CCC4)oc2c1C,110,0.5
Cc1ccc(-c2cc(C(=O)OCCn3c(C)csc3=O)c3ccccc3n2)o1,99,-0.6
COc1cc(-c2noc(-c3cc4cccc(C)c4oc3=O)n2)cc(OC)c1OC,111,-0.4
CC1=CC(C)(C)N(C(=O)NC2CCCCC2)c2ccccc21,99,-0.6
CC(SCC(=O)N1CCN(c2ccccc2)CC1)C(=O)O (stereo unspecified),99,-0.4
O=C1NC2(CCCc3ccccc32)C(=O)N1CN1CCc2ccccc2C1 (stereo unspecified),102,-0.4
C[C@]12CC[C@@H]3c4ccc(O)cc4CC[C@H]3[C@@H]1CCC2=O,101,0.1
O=C1NC(=O)/C(=C/C(=O)N2CCCCC2)S1,100,-0.3
COC(=O)c1c(NC(=O)CCCOc2ccccc2)sc2c1CCC(C)C2 (stereo unspecified),105,0.2
CC(C)Nc1nc(NC(C)C)nc(C(N)=O)n1,100,-0.6
CC(C)C1(C)N=C(c2ccc3c(c2)OCO3)CC(c2ccccc2O)N1 (stereo unspecified),104,0.8
C=CCn1c(CNC=O)nc2ccccc21,101,-0.6
COC(=O)C(Cc1ccccc1)n1c(C)ccc1C (stereo unspecified),101,0
O=C(COC(=O)C1CCCCC1)NCc1ccc(Cl)cc1,101,0.1
COC(=O)c1cc(S(=O)(=O)N2CCN(c3cc(Cl)ccc3C)CC2)c[nH]1,111,0.6
O=C(NCC(c1cccnc1)N1CCN(c2ccccc2F)CC1)C(=O)Nc1ccc(F)cc1F (stereo unspecified),111,0.7
CC1CCN(C(=O)COc2ccccc2Cl)CC1,105,1.3
Cc1ccc(NC(=S)NCC2COc3ccccc3O2)cc1 (stereo unspecified),98,-1.2
COC(=O)CCC(=O)c1ccc(Cc2ccc(C(=O)CCC(=O)OC)s2)s1,98,-0.2

# Complete entries, quoted from the list. Order of screens: Polio RdRp inh | Polio RdRp inh FP z-score
# `COC(=O)C(Cc1ccccc1)n1c(C)ccc1C` (stereo unspecified) is entered as 101 | 0
# `COC(=O)CCC(=O)c1ccc(Cc2ccc(C(=O)CCC(=O)OC)s2)s1` is entered as 98 | -0.2

# More structures
SMILES,Polio RdRp inh,Polio RdRp inh FP z-score
O=C(OCc1ccccc1)C1=COCCO1,103,0.9
CCOC(=O)c1[nH]c2c(c1Cc1ccccc1)C(=O)CC(c1ccccc1)C2 (stereo unspecified),101,-1.3
COC(=O)/C=C1\SC(=Nc2ccc(Cl)c(Cl)c2)NC1=O,103,0.9
CCCC12CN3CC(CCC)(CN(C1)C(=O)c1ccccc1C3=O)C2=O,99,-0.7
Cc1cc(Br)ccc1NC(=O)C1CCN(S(=O)(=O)c2cccc3nsnc23)CC1,106,-0.7
CCOc1ccc(CCNC(=O)CCCn2nc(C)c3sc4ccccc4c3c2=O)cc1,110,0.1
C[N+]1(CC2COC(c3ccco3)O2)CCCCC1 (stereo unspecified),101,-0.2
O=C1CNc2ccc(C(=O)NCCC3=CCCCC3)cc2N1,104,0.5
CCC(c1nnnn1CC1CCCO1)N(Cc1ccc2c(c1)OCO2)Cc1cc2cc(C)cc(C)c2[nH]c1=O (stereo unspecified),101,-0.2
Cc1cccc(CNC(=O)C2CCN(c3nc4ccc(Cl)cc4[nH]3)CC2)c1,106,-0.3
CC1CCCC(C)N1c1nn(C)c(=O)[nH]1 (stereo unspecified),100,-0.7
CNC(=O)c1ccc2snnc2c1,101,-0.9
CCc1c(C)nc2[nH]nc(NC(=O)C(F)(F)F)n2c1=O,100,-0.4
COc1ccc(-c2cc(C(F)(F)F)n3nc(C(=O)NCC45CC6CC(CC(C6)C4)C5)cc3n2)cc1OC,100,-0.7

# Entries from the list above that have a CF3 group (7):
SMILES,Polio RdRp inh,Polio RdRp inh FP z-score
CC(C)n1c(C(F)(F)F)nc2ccccc21,104,0.2
FC(F)(F)c1cc(-c2cccs2)nc(=S)[nH]1,99,-0.6
O=C(Nc1cccc(C(F)(F)F)c1)c1ccc2ccccc2c1,101,-0.4
O=C1C2SCCN2C(=S)N1c1cccc(C(F)(F)F)c1 (stereo unspecified),100,-0.8
CCN(Cc1nc2ccccc2c(=O)[nH]1)Cc1nc2cc(C(F)(F)F)ccc2c(=O)[nH]1,117,2.4
CCc1c(C)nc2[nH]nc(NC(=O)C(F)(F)F)n2c1=O,100,-0.4
COc1ccc(-c2cc(C(F)(F)F)n3nc(C(=O)NCC45CC6CC(CC(C6)C4)C5)cc3n2)cc1OC,100,-0.7
